High-throughput results deposited in PubChem by Sanford-Burnham Center for Chemical Genomics.
ATG4B inh – ATG4B protease inhibitors, primary screen, biochemical, fluorescence, uHTS; ATG4B cleavage of LC3-PLA2, NBD-HPC fluorescence, 1 h; Cysteine protease ATG4B (Homo sapiens), Q9Y4P1; inhibition, % at 8.33 µM; actives 0.51% (n = 340,000); AID 504462, 2011; in the data active = inhibition above about 40%
Starred values were filed as active, the others as inactive. This is a subset (hit frequency here may not be typical).

Preview:
SMILES	ATG4B inh
O=C(Cn1cnc2ccccc2c1=O)c1ccc(Cl)cc1	-1.6
O=c1[nH]c(=S)[nH]cc1Oc1ccc(Cl)cc1	-1.0
Cc1ccc(C)c(S(=O)(=O)N(C)c2ccc(OC(=O)C3CCN(C(=O)c4ccc(F)cc4)CC3)cc2)c1	0.0
Nc1cccc2c1C(=O)c1ccc(Cl)cc1C2=O	-0.3

Results, previewed entries included:
SMILES	ATG4B inh
O=C(Cn1cnc2ccccc2c1=O)c1ccc(Cl)cc1	-1.6
O=c1[nH]c(=S)[nH]cc1Oc1ccc(Cl)cc1	-1.0
Cc1ccc(C)c(S(=O)(=O)N(C)c2ccc(OC(=O)C3CCN(C(=O)c4ccc(F)cc4)CC3)cc2)c1	0.0
Nc1cccc2c1C(=O)c1ccc(Cl)cc1C2=O	-0.3
CCc1nc(N)nc(N)c1-c1ccc(NCCN)c([N+](=O)[O-])c1	1.8
O=C(O)CCCCCN1C(=O)C(=O)/C(=C(/O)c2ccccc2)C1c1ccccc1 (stereo not drawn)	0.0
COCCCN(C(=O)CSCC(=O)Nc1ccc(C)cc1)c1c(N)n(Cc2ccccc2)c(=O)[nH]c1=O	3.1
Cc1ccc(Cl)c(NC(=O)COC(=O)c2ccccc2C(=O)c2ccc(Cl)c([N+](=O)[O-])c2)c1Cl	14.7
COc1ccccc1-c1cccc([C@@H]2C[C@H]3[C@H](CON3C)CN2C(=O)C(C)(C)C)c1	2.5
O=C(Cc1cccc(NC(=O)C2CCCN(C(=O)C3CCCC3)C2)c1)Nc1ccc(C(=O)N2CCOCC2)cc1 (stereo not drawn)	1.2
C=CC(=O)Nc1cccc(Oc2ccnc3[nH]ccc23)c1	14.9
O=S(=O)(/C=C/C=C/S(=O)(=O)c1ccccc1)c1ccccc1	-1.2
CS(=O)(=O)c1ncc(Cl)c(C(=O)Nc2ccc3ccccc3c2)n1	-6.4
CCN1CCC(O)(/C=C/c2ccc(C)cc2)C(C(=O)/C=C/c2ccc(C)cc2)C1 (stereo not drawn)	-4.9
CC1CC(C)CN(c2nc3c(c(=O)n(C)c(=O)n3C)n2CCSc2nc3ccccc3o2)C1 (stereo not drawn)	-0.2
O=C(CN1C(=O)C2CCCN2c2ncc(Cl)cc21)NCc1ccc2c(c1)OCO2 (stereo not drawn)	-3.5
Cc1ccc(C23CC4CC(CC(CN)(C4)C2)C3)cc1	6.9
CCOC(=O)C1=C(C(=O)OCC)N(Cc2ccccc2)CCC1=O	-4.1
COc1cc(OC)cc(C(=O)N(Cc2nc(-c3cccc(C)c3)no2)C(C)C)c1	5.6
CCCCN1C=C(C(C)=O)C(=O)CC1	5.6
C[C@H]1[C@@H](c2ccccc2)Oc2ccc(Cl)cc2S(=O)(=O)N1Cc1ccc(F)cc1F	-7.8
C[C@H](NC(=O)COc1ccccc1)C(=O)OCC(=O)c1cc2ccccc2o1	5.0
Cc1cc2ccccc2nc1-c1ccccc1F	-2.9
O=C(C(=O)c1ccc(O)c(O)c1)c1ccc(O)c(O)c1	-8.6
CN1CCN(Cc2nc3c(c(=O)n(C)c(=O)n3C)n2Cc2cccc3ccccc23)CC1	-17.3

More compounds:
SMILES	ATG4B inh
O=c1[nH]c(-c2ccccn2)nc2sc(-c3ccccc3)cc12	-7.2
CN(C(=O)c1cccc(NC(=O)Cc2cccc(NC(=O)C3CCN(C(=O)C4CCCCC4)CC3)c2)c1)C1CCC1	-12.8
Oc1ccc(O)c(-c2cnns2)c1	-8.6
O=C1Nc2ccccc2SC1c1ccccc1 (stereo not drawn)	4.2
FC(F)(F)c1cccc(-c2nc(-c3ccncc3)no2)c1	3.3
CN(CC(=O)Nc1ccc(F)c(F)c1F)C(=O)c1cc(S(=O)(=O)N(C)C)ccc1N1CCCC1	0.7
CC(CCC(=O)NN)C1CCC2C3CCC4CC(O)CCC4(C)C3CCC12C (stereo not drawn)	0.3
CNC1=C(N(C(C)=O)c2ccc(Br)cc2)C(=O)c2ccccc2C1=O	-7.7
N#CC(=C(O)CN1CCN(c2ccccc2F)CC1)c1nc(-c2ccc(Cl)cc2)cs1	1.1
CN1CCN(S(=O)(=O)c2ccc(C(=O)NC3CCCCC3)cc2)CC1	1.3
COc1ccc2c(c1)CC=C1C2CCC2(C)C(=O)C(=NO)CC12 (stereo not drawn)	-15.7
Cc1ccc(CC(=O)NC2CCN(C)CC2)cc1	0.7
CC(=O)C1CCC2C3CCC4CC(OC(=O)CCC(=O)O)CCC4(C)C3C(=O)CC12C (stereo not drawn)	1.0
COc1ccc(S(=O)(=O)c2c(O)cc(C)c(NS(=O)(=O)c3ccccc3)c2C)cc1	21.1
C1CC(=NN=C2CCSCC2)CCS1	-1.3
CN(C(=O)c1cccc(NC(=O)Cc2ccc(NC(=O)C3CCN(C(=O)C4CCC4)CC3)cc2)c1)C1CC1	0.9
Cc1cc(C)c(C)c(C(=O)C(=O)c2ccccc2)c1	-0.1
O=C(NCCOc1ccccc1)[C@@H]1CCCN1C(=O)c1cccs1	-4.6
CN(C)S(=O)(=O)c1cc(NC(=O)COC(=O)c2ccc3c(c2)OCO3)ccc1Cl	-8.2
NC(=O)c1cc(Sc2ccccc2)nc2ccccc12	3.0
[O-]C(=C(C(=S)Nc1cccc2ccccc12)[n+]1cccc(CO)c1)c1ccc(Cl)s1	-8.6
CCOC(=O)c1nn(C)c2[nH]c(=O)n(C)c(=O)c12	7.6
N#CC1C(=N)Cc2ccccc2-c2ccccc21 (stereo not drawn)	-3.3
O=C1CCCN1CCCN=c1c([N+](=O)[O-])nn(-c2ccc(Cl)cc2)n1O	-7.7
COc1cc(S(=O)(=O)N(C)C2CCCCC2)c(C)cc1C	15.8

Carrying on:
SMILES	ATG4B inh
O=C(OCc1cccc2ccccc12)c1ccc2c(=O)[nH]c(CN3CCOCC3)nc2c1	-9.5
CCC(=O)c1cc(Br)ccc1OCC(=O)N1CCN(S(=O)(=O)c2ccccc2)CC1	-4.6
O=[N+]([O-])c1cccc(N=Cc2ccccc2)c1	1.6
O=C(O)C(c1ccccc1)C1CCCCC1O (stereo not drawn)	5.4
CC/C(=C\c1ccc(Cl)cc1)c1ccncc1	-4.7
CCn1c(SC)nnc1C1CCN(S(=O)(=O)c2ccc(OC)cc2)CC1	-12.0
Cc1ccc(CNCCCn2cnc3c(OCc4ccccc4)ncnc32)o1	1.3
CN(C)CCC1(C2=CCCC2)CC/C(=C/c2ccc(Cl)cc2)C1=O (stereo not drawn)	2.9
COc1cccc(NC(=S)N2CCC(C(=O)c3ccc(F)cc3)CC2)c1	0.8
CC12CCC(=O)C=C1CCC1C2CCC2(C)C1CC1C3C(=O)N(Cc4ccccc4)C(=O)C3CC(=O)C12 (stereo not drawn)	-2.8
Cc1ccc(/C=N/n2c(-c3ccncc3)n[nH]c2=S)cc1	3.3
CC(=O)N1c2ccccc2S(=O)(=O)c2c1ccc1ccccc21	-5.0
C[n+]1c(-c2ccccc2)cc2c(=Cc3ccc([N+](=O)[O-])cc3)c3ccccc3n21	18.8
CNC1CCc2cc(OC)c(OC)c(OC)c2-c2ccc(SC)c(=O)cc21 (stereo not drawn)	-5.4
Cc1cccc(OC(C)C(=O)Nc2ccc3c(c2)OCCO3)c1 (stereo not drawn)	6.6
O=C(O)c1ccc([N+](=O)[O-])cc1-c1cc([N+](=O)[O-])ccc1C(=O)O	-3.4
Cc1sc2ncnc(N/N=C/c3ccccc3O)c2c1C	-9.2
CC(=O)Oc1cc(C(=O)OCC(=O)NC23CC4CC(CC(C4)C2)C3)cc(OC(C)=O)c1OC(C)=O	5.7
CCOC(=O)n1cnc2nc(N)nc(SC)c21	0.0
Cc1[nH]c2ccccc2c1/C=C/c1cc[n+](C)cc1	-1.6
O=C(O)c1ccccc1C(=O)c1ccc2oc(=O)[nH]c2c1	1.9
Cc1cc(NC(=O)CCOc2ccc(F)cc2)no1	6.1
Cn1ncc([N+](=O)[O-])c1C(=O)Nc1cccc(Cl)c1	-3.5
Cc1ccc(N/N=C(\C#N)C(N)=S)c(C)c1	6.8
CCOC(=O)Nc1ccc2c(c1)Cc1cc([N+](=O)[O-])ccc1-2	-7.0

Next section:
SMILES	ATG4B inh
CCN(C(=O)COC(=O)c1cccc(S(=O)(=O)N(C)C)c1)c1c(N)n(Cc2ccccc2)c(=O)[nH]c1=O	1.4
O=C1/C(=C/c2ccncc2)CCC/C1=C\c1ccncc1	1.4
COc1ccccc1NS(=O)(=O)c1cc([N+](=O)[O-])ccc1N/N=C/c1sc(N2CCOCC2)nc1-c1ccccc1	-9.6
CC(C)C(=O)Nc1cccc(COc2cccc(CN(Cc3ccccc3)C(=O)OC(C)(C)C)c2)c1	3.8
C=CS(=O)(=O)N(Cc1ccccc1Br)[C@H](CO)Cc1ccccc1	-9.5
Nc1c(/C=C2/C=CC(=O)C(O)=C2)c(=O)nc2sc(CC(=O)N3CCOCC3)nn12	4.4
O=C1C=C(c2ccccc2)C(c2ccccc2)C1O (stereo not drawn)	0.2
C(=NN1CCCCCC1)c1ccccc1	2.4
Cc1ccccc1OC(=O)n1c(=S)oc2cc(Cl)ccc21	3.4
O=C(C=Cc1ccccc1)c1cccs1	-0.3
Cc1cc(N/N=C/c2ccc(O)c(C)c2O)nc(-c2ccccc2O)n1	28.8
CC(C)CC(NC(=O)OCc1ccccc1)C(=O)NC(Cc1ccccc1)C(=O)CCl (stereo not drawn)	-11.1
CC(=O)Nc1sc(/C(C#N)=C/c2ccc(Cl)c(Cl)c2)nc1-c1ccc(C)cc1	1.0
CN(CCc1ccccc1)C(=O)c1cccc(NC(=O)Cc2cccc(NC(=O)C3CCCN(C(=O)CCc4ccccc4)C3)c2)c1 (stereo not drawn)	-6.7
Cc1cccc2cc(CN(CC3CCCO3)C(=O)c3cnccn3)c(=O)[nH]c12 (stereo not drawn)	-0.7
COc1cccc(C(C#N)NCCCNC(C#N)c2cccc(OC)c2OC)c1OC (stereo not drawn)	2.5
CCN(CC)c1ccc(C=C2SC(=S)NC2=O)cc1	17.1
O=C(N/N=C/c1cccc2ccccc12)c1ccccc1Cl	-15.6
CC1=NN(c2ccc([N+](=O)[O-])cc2)C(=O)C1	-6.5
CC(C)C[C@@H](CNCC(=O)[C@H](Cc1c[nH]c2ccccc12)NC(=O)c1[nH]cnc1C(=O)N[C@@H](C)CN)NC(=O)c1nc[nH]c1C(=O)N[C@@H](Cc1ccccc1)C(=O)O	16.4
COc1ccc(/C=N/NC(=O)c2[nH]c3ccc(C)cc3c2-c2ccccc2)c(C(=O)O)c1OC	1.1
N=C1/C(=C\c2ccc(OC(=O)c3ccco3)cc2)C(=O)N=C2SC=NN12	0.9
COc1ccc(C(CNC(=O)CNC(=O)c2cccc(C)c2)N2CCCCC2)cc1 (stereo not drawn)	-2.7
CCN1/C(=C/c2ccc3cc(C)cc(C)c3[n+]2CC)Sc2cc(C)ccc21	4.9
O=C1CCC[C@@H]2Cc3nc4cc5c(cc4cc3[C@@H]3CCN1[C@H]23)OCO5	-2.7

In the list so far, these have a thiophene ring, fused or not.
SMILES	ATG4B inh
O=c1[nH]c(-c2ccccn2)nc2sc(-c3ccccc3)cc12	-7.2
O=C(NCCOc1ccccc1)[C@@H]1CCCN1C(=O)c1cccs1	-4.6
[O-]C(=C(C(=S)Nc1cccc2ccccc12)[n+]1cccc(CO)c1)c1ccc(Cl)s1	-8.6
Cc1sc2ncnc(N/N=C/c3ccccc3O)c2c1C	-9.2
O=C(C=Cc1ccccc1)c1cccs1	-0.3

Three structures out of the list, arranged by length of the SMILES, falling:
SMILES	ATG4B inh
CCN(C(=O)COC(=O)c1cccc(S(=O)(=O)N(C)C)c1)c1c(N)n(Cc2ccccc2)c(=O)[nH]c1=O	1.4
COc1ccc(C(CNC(=O)CNC(=O)c2cccc(C)c2)N2CCCCC2)cc1 (stereo not drawn)	-2.7
CC1=NN(c2ccc([N+](=O)[O-])cc2)C(=O)C1	-6.5

Additional results
SMILES	ATG4B inh
CCC(=O)OC1(C(C)=O)CCC2C3CCC4=CC(=O)CCC4(C)C3CCC21C (stereo not drawn)	-1.7
CN(CCNC(=O)c1c[nH]c2c1ccc1ccccc12)CCNC(=O)c1c[nH]c2c1ccc1ccccc12	-16.6
COc1ccc(O)c(C(=O)CC(=O)c2cccnc2)c1	7.6
CC(=O)c1c(C)[nH]c(C(=O)Nc2ccc(C)c(S(=O)(=O)N(C)C)c2)c1C	-2.3
N#CC(C#N)=Cc1ccc(OC(=O)c2ccccn2)cc1	0.5
O=S(=O)(Nc1ccccc1)N1CCCCC1	-4.7
ON(CCc1ccncc1)Cc1ccccc1	-1.5
O=C(C=Cc1ccco1)c1ccc([N+](=O)[O-])cc1	-4.8
CCN(CC)c1ccc(/C=C2\CCC(/C=C(\C#N)C(=O)Nc3ccccc3F)=C2N2CCOCC2)cc1	-2.0
Cc1onc(-c2ccccc2)c1C(=O)N[C@@H]1C(=O)N2C1SC(C)(C)[C@@H]2C(=O)O (stereo partly drawn)	0.7
O=C(/C=C/c1ccccc1)Nc1ccc(Cl)cn1	-13.3
Fc1ccc(-c2nnc(-c3ccc4ccccc4c3)o2)cc1	-9.3
CCCCN1C[C@H](COC(=O)CCC)Oc2cccc(F)c2S1(=O)=O	-2.0
Cc1ccc(C)c(NC(=O)CSc2nc(N)c(NC(=O)c3cccs3)c(=O)[nH]2)c1	-0.9
O=C(c1ccco1)N1CCN(C(=O)c2ccco2)C1=S	3.1
O=C1Nc2ccc(Cl)cc2C12Nc1ccccc1-c1nnc(SCc3ccccc3F)nc1O2 (stereo not drawn)	49.5*
O=[N+]([O-])c1ccc(N=Nc2ccc(O)c3ccccc23)cc1	2.1
O=C(CSc1nc(NS(=O)(=O)c2ccccc2)cc(=O)[nH]1)Nc1ccc(Cl)cc1	9.3
COc1cccc(CNC(=O)CNC(=S)N(Cc2ccccc2)Cc2ccccc2F)c1	-6.7
OCCN1CCN(CCO)C1=S	5.7
CSc1ccc(CN(C)C(=O)c2ccc(S(=O)(=O)Nc3c(C)n(C)n(-c4ccccc4)c3=O)cc2)cc1	-46.5
Cn1cnc2nc(Cl)nc(Cl)c21	8.4
CC(C)[C@H](NC(=O)OCc1ccccc1)C(=O)OCC(=O)N1C(C)CCCC1C (stereo partly drawn)	-1.2
CCOc1ccc(OCCC(=O)OCC(=O)Nc2cccc(S(=O)(=O)N3CCCCC3)c2)cc1	-2.9
CN(Cc1nc(-c2cnccn2)no1)Cc1n[nH]c2c1CCCC2	14.8
O=C1CCN(Cc2ccccc2)C(=O)N1	-6.4
